# HT1080 IDH1KD tx – kills HT-1080 cells with IDH1 knockdown. HT-1080 IDH1 knockdown viability, ATP luminescence, 48 h. Potency, µM (titrated, usually from 46.1 µM), inactives show top-dose activity, negative = toxicity, hits mostly cytotoxic. 360,000 tested, 2% active;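 note: potency is the fitted concentration of half-maximal effect; 0% = DMSO wells and -100% = cell-free medium wells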
#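 CellTiter-Glo luminescence after 48 h compound exposure at 37 degrees C of IDH1-knockdown HT-1080 cells in 5% FBS RPMI. %Activity scaled between DMSO wells and cell-free media wells, with curves fitted and assigned curve classes.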
# KB-V1 MDR tox – KB-V1 MDR subline cytotoxicity. KB-V1 MDR cells viability, CellTiter-Glo, 72 h. Potency, µM (series often up to 46.1 µM), without a hit: top-dose activity change, negative = cytotoxicity, hits mostly cytotoxic. 400,000 tested, 3.4% active. AID 1347076; note: potency is the fitted concentration of half-maximal effect; % is set by controls: 0 for no effect and ±100 for the full control effect; nearly all actives have a fitted effect of over 60% in size
#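 Readout: CellTiter-Glo luminescence, 10 min after addition. Cells: KB-V1 MDR subline, 72 h at 37 degrees C with compound. Analysis: corrected, normalized data fitted to concentration-effect curves.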
# KB-3-1 cytotox – KB-3-1 parental cell cytotoxicity; KB-3-1 viability, CellTiter-Glo ATP luminescence, 72 h; Potency, µM (series often up to 46.1 µM), without a hit: top-dose activity change, negative = cytotoxic, hits mostly cytotoxic; 400,000 tested, 1.4% active; AID 1347075; note: potency is the fitted concentration of half-maximal effect; % is set by controls: 0 for no effect and ±100 for the full control effect; nearly all actives have a fitted effect of over 60% in size
#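 Parental KB-3-1 adenocarcinoma cells in phenol-red-free DMEM with 10% FBS were pin-treated with compounds at several concentrations, incubated 72 h at 37 °C, and viability read by CellTiter-Glo luminescence; concentration-effect curves were fitted after normalization.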
# SW480 rerep – induces DNA re-replication in SW480 colon adenocarcinoma cells | AID 624297 | Potency, µM (series often up to 46.1 µM), without a hit: at the highest dose re-replication activation, usual class: activators | 340,000 tested, 1.8% active | SW480 DNA re-replication, Hoechst DNA content imaging, 48 h; note: potency is the fitted concentration of half-maximal effect; % of control where 0% means no effect; nearly all actives have a fitted effect of over 55% in size
#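 250 cells/well; 23 nL cpd via pin tool; 48 hr, 37 C, 5% CO2; Hoechst 40 min; imager read of total nuclear intensity, ex 405/em 500-530 nm.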
# S2 tox – cell viability loss in ATXN counter-screen; Potency, µM (top dose mostly 56.7 µM), most hits filed as cytotoxic; 400,000 tested, 0.49% active; S2 cells (HEK-293 line with an ATXN2-luciferase reporter) viability, CellTiter-Fluor protease fluorescence, 24 h; AID 651635; note: potency is the fitted concentration of half-maximal effect; nearly all actives have a fitted effect of over 40% in size
# IL1B secr inh – inflammasome signaling inhibition, IL-1 beta readout | THP-1 LPS/ATP IL-1B secretion, AlphaLISA, 16 h; active compounds read low | activity change, % at 57.5 µM | 360,000 tested, 4.7% active; in the data active = activity change below about -50%; inconclusive = mostly about -30% to -49%; note: % is set by controls: 0 for no effect and ±100 for the full control effect
#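 THP-1 cells pretreated 1 hr with compounds (up to 57.5 uM final), then stimulated with LPS (250 ng/mL final) plus ATP (1.25 mM final); secreted IL-1B measured by AlphaLISA after 16 hr, decreased signal indicating inhibition.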
# MCF10A rerep – inducers of DNA re-replication in MCF 10A breast cells | MCF 10A DNA re-replication, Hoechst nuclear intensity, 48 h | Potency, µM (series often up to 46.1 µM), for inactives: at the highest dose activity, positive = re-replication, hits mostly activators | 350,000 tested, 2.9% active; note: potency is the fitted concentration of half-maximal effect; % of control where 0% means no effect; nearly all actives have a fitted effect of over 50% in size
# ATXN2 expr inh – reduces ATXN2 reporter expression in HEK-293 cells; HEK-293 ATXN2-luciferase reporter, luminescence, 24 h; Potency, µM (top dose mostly 57 µM), for inactives: top-dose activity change, negative = inhibition, usual class: inhibitors; 360,000 tested, 0.72% active; AID 1745845; note: potency is the fitted concentration of half-maximal effect; % is set by controls: 0 for no effect and ±100 for the full control effect; nearly all actives have a fitted effect of over 55% in size
#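 qHTS (up to 57 uM final) was run with 24 h compound exposure of reporter cells at 37 °C. Each well was multiplexed: SteadyGlo luminescence measured ATXN2-luciferase expression after a fluorogenic Gly-Phe-AFC viability readout (25 uM final).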
# HT1080-NT tox – kills 2HG-producing HT-1080-NT fibrosarcoma cells; AID 686970; 360,000 tested, 1.6% active; Potency, µM (titrated, usually from 46.1 µM), for the others: top-dose activity, negative = less viability, most hits filed as cytotoxic; HT-1080-NT fibrosarcoma viability, CellTiter-Glo ATP luminescence, 48 h;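 note: NT is the 2HG producing partner of a matched IDH1 knockdown line; potency is the fitted concentration of half-maximal effect; 0% = DMSO-treated cells and -100% = media-only wells without cells; nearly all actives have a fitted effect of over 55% in size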
#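 HT-1080-NT; 750 cells/well; 5% FBS RPMI; 48 h compound, 37 degrees C; CellTiter-Glo luminescence; curve fitting and curve-class assignment.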
# * hit, by the source's call; i = inactive; u = inconclusive; x = not tested or not shown; [ ] = dose if it differs, or a comment. Unless noted, calls come from the whole dose curve; as a rule, active = well fitted curve in the direction sought with a large enough effect; inconclusive = small, poorly fitted or top-dose-only effect, or another doubt; inactive = no such curve, though single readings can be large; an effect the other way counts as inactive or inconclusive.
SMILES,HT1080 IDH1KD tx,KB-V1 MDR tox,KB-3-1 cytotox,SW480 rerep,S2 tox,IL1B secr inh,MCF10A rerep,ATXN2 expr inh,HT1080-NT tox
COc1cccc2sc(Nc3nc(C)c(C(C)=O)s3)nc12,16%,u,u,u,i,122,u,u,22%
CCCCCCCCCCCCOS(=O)(=O)O,x,x,x,1%,i,x,1%,12%,x
Cc1ccc(-c2csc(Nc3ccc(S(N)(=O)=O)cc3)n2)o1,-8%,0%,-2%,2%,u,-19,-11%,-9%,-24%
FC(F)(F)c1cccc(Cn2nnnc2-c2cccc(C(F)(F)F)c2)c1,-25%,15µM*,-1%,0%,i,-2,u,-16%,-9%
CCc1ccc([C@@H]2CC=C(C(=O)O)[C@H](c3ccc(Br)cc3)N2S(=O)(=O)c2ccc(C)cc2)cc1,11%,0%,0%,-1%,i,47,12%,-9%,-1%
CCOc1ccc(C2C(C#N)=C(N)Oc3cc(C)[nH]c(=O)c32)cc1OC (stereo not given),-2%,0%,8%,-49%[inhibitor],i,9,u,-1%,-7%
COC(=O)c1ccc(C2C(Oc3ccccc3)C(=O)N2CCc2ccc(F)cc2)cc1 (stereo not given),u,0%,-25%,15%,i,-7,-15%,u,-28%
Cc1ccnc(NC(=O)Nc2ccc3c(c2)N(C)C(=O)CS3)c1,-10%,u,u,u,i,u,u,18%,0%
O=C(COC(=O)Cc1ccsc1)Nc1ccc(F)cc1Cl,-4%,u,27%,13%,i,10,-8%,1%,4%
O=C(CCc1c[nH]c2ccccc12)N1CCN(c2ccc(F)cc2)CC1,0%,-24%,13%,-4%,i,-6,-2%,-5%,3%
O=C(CN1CCN(C(=O)c2ccco2)CC1)N1CCc2[nH]c3ccccc3c2C1,10%,2%,0%,-1%,i,0,7%,0%,30%
NC(=O)Cc1nc(-c2ccc(F)cc2)cs1,3%,19%,6%,-9%,i,14,-1%,x,3%
COc1ccc(NC(=O)CSc2nc3c(c(=O)n(C)c(=O)n3C)n2C)c(OC)c1,-2%,u,0%,9%,i,-11,2%,-34%,-12%
CN(C(=O)c1cccc(NC(=O)C2CCCN(C(=O)OC(C)(C)C)C2)c1)C1CCCC1 (stereo not given),-2%,3%,u,-10%,u,-5,-8%,u,1%
CC(C)(C)c1ccc(/C=C(\C#N)C(=O)NC2CC2)cc1,u,-14%,2%,8%,i,x,u,16%,u

# Brought forward from above: 2 compounds, then new ones.
SMILES,HT1080 IDH1KD tx,KB-V1 MDR tox,KB-3-1 cytotox,SW480 rerep,S2 tox,IL1B secr inh,MCF10A rerep,ATXN2 expr inh,HT1080-NT tox
CN(C(=O)c1cccc(NC(=O)C2CCCN(C(=O)OC(C)(C)C)C2)c1)C1CCCC1 (stereo not given),-2%,3%,u,-10%,u,-5,-8%,u,1%
CC(C)(C)c1ccc(/C=C(\C#N)C(=O)NC2CC2)cc1,u,-14%,2%,8%,i,x,u,16%,u
CC(=O)c1c(C)[nH]c(C(=O)Nc2ccc(C)cc2Br)c1C,3%,1%,5%,1%,i,11,-1%,40%[activator],8%
CCCOc1ccc(CSc2n[nH]c(C)n2)cc1,-3%,u,-18%,-10%,i,-10,-2%,-20%,-6%
Cc1nn(-c2ccc(Cl)cc2)c(N)c1C(O)(CSc1nccn1C)C(F)(F)F (stereo not given),-15%,-8%,0%,11%,i,15,18%,30%,-2%
COc1ccccc1CNC(=O)COC(=O)Cc1cccc(F)c1,3%,7%,-3%,-7%,i,-19,3%,x,-2%
COCCn1c(SCC(=O)NC2CCCC2)nnc1C(C)C,20%,18%,17%,26%,i,3,1%,-2%,25%
CCc1ccc(C(=O)Nc2ccc3c(c2)n(C)c(=O)n3C)cc1,u,u,u,-2%,i,12,u,26%,-22%
COc1ccc([C@@H]2Sc3cc(OC)ccc3N(CCN(C(C)C)C(C)C)C(=O)[C@H]2OC(C)=O)cc1,-25%,u,-1%,13%,u,-6,6%,-18%,-14%
Cc1ccc(-c2nnc(SCC(=O)N3CCCC3)o2)cc1C,1%,-8%,-11%,u,i,-9,12%,56%[activator],-1%
CCOC(=O)C1CCCN(C(=O)c2[nH]c3ccc(OC)cc3c2C)C1 (stereo not given),1%,-17%,0%,-1%,i,0,-1%,-9%,-2%
O=C(COc1ccc2ccccc2c1)NNC(=O)Nc1ccccc1F,-2%,-6%,-10%,0%,i,i,u,2%,-2%
CC1CCCCC1NC(=O)COc1ncnc2sccc12 (stereo not given),4%,u,7%,-19%,i,24,12%,-4%,-4%[9.24 µM]
COc1ccc(-c2nc(CNC(=O)NC3CCCCC3)c(C)o2)cc1,x,9%,-3%,x,i,x,x,-2%,x
Cc1ccc(C2CC(=O)NC(SCC(N)=O)=C2C#N)s1 (stereo not given),9%,3%,5%,-1%,i,-6,1%,-33%,1%
Cc1cc(-c2ccccc2)nc2oc(C(=O)NN)c(N)c12,-10%,0%,2%,u,x,25,u,-19%,-2%
CC1=C(C(=O)OCC(C)C)C(c2ccccc2Cl)NC(=O)N1C (stereo not given),-12%,-20%,5%,-3%,i,-15,12%,-19%,-3%
O=C1NC(=O)/C(=C/C(=O)N2CCOCC2)S1,-1%,-12%,-1%,-7%,i,2,-15%,x,0%
O=C(c1c(F)cccc1Cl)N(Cc1ccco1)C1CCS(=O)(=O)C1 (stereo not given),2%,4%,-1%,x,i,10,x,x,4%
CC1(C)CC(=O)C2=C(C1)OC(N)=C(C#N)C2c1cccs1 (stereo not given),5%,-12%,6%,-4%,i,-3,29%,-9%,24%
CC(=O)Nc1ccc(NC(=O)c2ncoc2-c2ccco2)cc1,x,36%,-6%,x,i,x,x,2%,x
CC(C)(C)c1nc(CN2CCOCC2)cc(CN2CCOCC2)c1O,7%,u,0%,-4%,i,u,10%,-12%,2%
CCOc1ccc(NS(=O)(=O)c2ccc(NC(=O)C3CCCO3)cc2)cc1 (stereo not given),-16%,-1%,9%,-2%,i,15,8%,-3%,-6%
CCOC(=O)c1nn(-c2sc(C(=O)OC)c(C)c2C(=O)OC)cc1O,-1%,u,-3%,-4%,i,23,23%,6%,10%
Cc1ccc(NC(=O)c2ccc3[nH]c(C)cc(=O)c3c2)c(C)c1,x,u,12%,x,i,x,x,-15%,x
O=C(CCCCn1c(=O)c2ccccc2n(Cc2ccc(F)cc2)c1=O)NCc1ccco1,-15%[9.24 µM],5.8µM*,12µM*,u,u,-4,18µM*,-20%,18µM*
CCOC(=O)c1ccc(NC(=O)CSc2ccc(-c3ccccn3)nn2)cc1,u,u,u,10%,i,59,u,u,u
Cc1ccc(C)c(N2CC(C(=O)OCC(=O)Nc3cc(C)on3)CC2=O)c1 (stereo not given),-10%,0%,4%,-4%,i,-7,-4%,-1%,26%
O=C(CC1SC(=NCc2ccccc2)NC1=O)Nc1ccccc1 (stereo not given),-2%,-5%,12%,46%,i,30,0%,-3%[11.3 µM],-1%
COC(=O)c1c(NS(=O)(=O)c2cccs2)sc2c1CCCC2,-1%,8%,13%,-4%,i,19,9%,1%,10%
CCOc1ccc2nc(Cl)c(C3CC(c4ccc(C)cc4)=NN3C(=O)CCCC(=O)O)cc2c1 (stereo not given),x,10%,21%,x,i,x,x,5%,x
CCC(C)C(NC(=O)c1ccc(Cl)cc1)C(=O)O (stereo not given),14%,u,9%,-7%,i,-1,-6%,-8%,14%
Cc1c(CC(=O)NCCCC(=O)O)c(=O)oc2c(C)c3oc4c(c3cc12)CCCC4,0%,19%,9%,-5%,i,9,7%,x,-2%
COC1=C(OC)C(=O)C(Sc2ccc3ccccc3c2)=CC1=O,16µM*,2.6µM*,u,18µM*,x,-104*,5.8µM*,u,u
CCOC(=O)c1nc(C)sc1-c1ccnn1S(=O)(=O)c1cccc(Cl)c1,-1%,-26%,17%,-52%[inhibitor],i,x,u,8%,6%
Cc1ccc(-c2nc(SC(C)C(=O)N3CCOCC3)n[nH]2)cc1 (stereo not given),2%,12%,12%,-20%,i,15,1%,6%,-2%
CCCCN(C)C(=S)Nc1ccsc1C(=O)OC,18%,-6%,2%,u,i,11,-1%,x,4%
CCOc1cccc(-c2nnc3sc(COc4ccc(OC)cc4)nn23)c1,-20%,-15%,5%,-4%,i,-21,1%,-5%,-5%
COc1ccc(CCC(=O)Nc2cccc(S(=O)(=O)N3CCCCCC3)c2)cc1,-18%,u,0%,-12%,i,0,u,-20%,0%
COc1ccccc1NS(=O)(=O)c1cc(NC(=O)CCNC(C)=O)ccc1C,7%,-6%,-7%,-9%,i,43,0%,11%,1%
CCOc1ccc(N=C2SC(C(=O)O)CC(=O)N2C)cc1 (stereo not given),3%,-11%,16%,0%,i,10,2%,5%,-7%
CC1(C)N(O)CC(c2cccs2)=[N+]1[O-],15%,13%,u,-10%,i,-3,-5%,15%,7%
CCc1ccc(N2CC(C)Cn3c2nc2c3c(=O)[nH]c(=O)n2C)cc1 (stereo not given),-1%,-11%,-1%,-8%,i,31,8%,-5%,-6%
CCN(CC)CCCOC(=O)c1ccc(OC)cc1O,15%,11%,4%,-6%,i,-5,-1%,-12%,-15%
CC(=O)Nc1ncc2c(n1)CC(c1ccco1)CC2=O (stereo not given),-2%,4%,-4%,-2%,u,7,9%,-6%,10%
C=CCCCCCCCCc1nc(SCC(=O)O)n[nH]1,1%,1%,8%,1%,i,15,-3%,6%,-2%

# Single values from the list:
# In IL1B secr inh, COc1ccc(CCC(=O)Nc2cccc(S(=O)(=O)N3CCCCCC3)c2)cc1 reads 0
# In HT1080 IDH1KD tx, C=CCCCCCCCCc1nc(SCC(=O)O)n[nH]1 reads 1%

# Screening data from PubChem BioAssay.
